# NCI-60 one-dose screen, 48 h, at 10 µM unless noted. Numbers give growth in % (100 = growth as untreated, 0 = no growth, -100 = all killed).
# MALME-3M – MALME-3M melanoma. 78,000 compounds, 5.8% hits
# HS 578T – HS 578T breast cancer. 78,000 compounds, 4.1% hits
# BT-549 – BT-549 breast cancer; 78,000 compounds, 4.4% hits; AID 1794793
# T-47D – T-47D breast cancer; 79,000 compounds, 5% hits; AID 1794792
# SK-MEL-2 – SK-MEL-2 melanoma | AID 1794763 | 77,000 compounds, 4.7% hits
# UACC-62 – UACC-62 melanoma; 81,000 compounds, 5.4% hits; AID 1794756
# UACC-257 – UACC-257 melanoma. 78,000 compounds, 4.4% hits
# LOX IMVI – LOX IMVI melanoma. 79,000 compounds, 7.4% hits
# Numbers without * were called inactive; · = not tested or not shown. The calls were made as follows: active = growth percent below 10; inactive = the rest.
canonical_smiles	MALME-3M	HS 578T	BT-549	T-47D	SK-MEL-2	UACC-62	UACC-257	LOX IMVI
O=C1C(Cl)=C(NSCCSNC2=C(Cl)C(=O)c3ccccc3C2=O)C(=O)c2ccccc21	57	108	83	62	89	96	77	33
CC(C)OC(=O)Nc1cc(C(F)(F)F)cc(C(F)(F)F)c1	96	103	126	98	106	98	104	102
O=C(CSc1nc2ccc(Cl)cc2[nH]1)Nc1ccc(-c2nc3ccccc3s2)c(Cl)c1	137	108	102	75	98	72	102	95
CC(=O)O[C@H]1CC[C@@]2(C)C(=CC[C@@H]3[C@@H]2CC[C@]2(C)C(Cl)=C(c4nc5ccccc5[nH]4)C[C@@H]32)C1	75	87	71	74	103	73	90	75
NC(=O)c1cccc(N)c1	108	102	·	91	102	100	81	92
COC(=O)c1nc(=S)[nH]c(C(=O)OC)c1C(=O)c1ccc(O)c(OC)c1	98	105	110	131	112	98	121	94
COC(=O)c1[nH]c(=O)c(C#N)c(C(=O)OC)c1C(=O)c1cccnc1	96	90	135	·	123	93	79	101
c1ccc2c(c1)C(=NN=C1c3ccccc3-c3ccccc31)c1ccccc1-2	91	107	97	92	98	99	98	94
CCOC(=O)c1c(C)[nH]c(C(=O)COC(=O)C(C)N2C(=O)C3CCCCC3C2=O)c1C (configuration not stated)	111	100	98	94	96	91	·	98
S=C(NNc1ccccc1)NC1CCCCC1	91	85	98	96	102	103	100	96
O=C(Nc1cc(-c2cccnc2)nc(NCCCN2CCOCC2)n1)c1ccc(F)cc1Cl	108	105	·	100	91	105	95	97
O=C(Nc1ccc(F)cc1)c1cc2cc(Nc3nc(-c4ccccc4)nc4ccccc34)ccc2oc1=O	103	103	100	96	104	102	97	94
Clc1ccc2c(NCCCCNc3nc(N4CCOCC4)nc4ccccc34)ccnc2c1	-59*	92	107	8.2*	103	99	85	-67*
O=C1/C(=C\c2ccc(F)cc2)CN(C(=O)c2ccc([N+](=O)[O-])cc2)C/C1=C\c1ccc(F)cc1	41	-9.6*	5.4*	65	74	40	67	-53*
CC[N+](CC)(CC)Cc1ccccc1	95	110	103	104	101	106	107	96
COc1ccc(C2CC(=O)N(c3ccc(F)cc3)C3=C2C(=O)OC3)cc1 (configuration not stated)	87	96	117	97	96	101	93	98
C=CCCCCCCCCC(C)(N)C(=O)O (configuration not stated)	117	108	108	113	101	103	111	97
O=C1C(c2[nH]c3ccccc3c2O)=Nc2ccccc21	138	118	96	96	120	101	92	97
O=S(Nc1ccccc1)c1ccc(N2CCOCC2)cc1 (configuration not stated)	105	97	69	86	79	84	62	88
CCCC1(CC)NC(=O)NC1=O (configuration not stated)	115	99	111	112	111	96	108	107

canonical_smiles	MALME-3M	HS 578T	BT-549	T-47D	SK-MEL-2	UACC-62	UACC-257	LOX IMVI
O=C1NC(=O)C(C2=NNC(c3cc4ccccc4[nH]3)C2)C(=O)N1 (configuration not stated)	111	48	74	97	·	25	114	97
O=S(=O)(c1ccccc1)n1c(Cl)cc2c1-c1oncc1CC2	·	91	103	98	97	96	100	96
COc1ccc(CN2[C@H](C)[C@@H](O)[C@@H](O)[C@H](C(C)C)N(Cc3ccccc3)S2(=O)=O)cc1	111	107	104	93	102	108	91	97
CSc1nc(Nc2ccc(NC(C)=O)cc2)c(C#N)c(-c2cccc([N+](=O)[O-])c2)n1	101	104	99	96	117	95	110	99
O=C(O)c1ccccc1CC(CCc1ccccc1)C(=O)O (configuration not stated)	118	92	102	98	102	105	110	95
Cn1ccc(=O)c2cc([N+](=O)[O-])ccc21	122	98	97	99	107	103	107	108
COC(=O)CC[C@@H](C)[C@H]1CC[C@@]2(C)[C@@H]3C(=O)C[C@H]4C(C)(C)[C@@H](OC(C)=O)CC[C@]4(C)[C@H]3C(=O)C[C@]12C	117	99	114	110	102	109	87	101
O=C1Nc2ccccc2/C1=N/N1C(=O)CNC1=S	100	95	95	94	110	92	94	90
Cc1cccc(NC(=O)Nc2ccc(-c3ccc4c(c3)NC(=O)/C4=C\c3ccc[nH]3)cc2)c1	105	96	102	39	111	98	102	79
CC(C)c1c(C(=O)Nc2ccccc2)c(-c2ccccc2)c(-c2ccc(F)cc2)n1CC[C@@H]1CC=CC(=O)O1	8.8*	18	-31*	17	-56*	19	17	-75*
O=C(CCCCC(=O)OC1CS(=O)(=O)CC1Cl)OC1CS(=O)(=O)CC1Cl (configuration not stated)	144	108	108	107	108	108	110	107
CCN(O)C(N)=O	110	·	91	104	105	107	99	78
CC(=O)c1sc(Nc2nc(O)c(C3=c4cc(OC(F)(F)F)ccc4=NC3=O)s2)nc1C	93	97	104	82	92	98	97	97
CCOC(=O)C1=C(C)NC(C)=C(C(=O)OCc2ccccc2)C1c1cccc(C#N)c1 (configuration not stated)	38	40	32	27	25	33	56	36
Cc1nc(Nc2cccc(NC(=O)Nc3ccc(Cl)cc3)c2)c2ccccc2n1	87	104	101	71	107	76	101	89
Cc1ccc2oc(=O)cc(CSc3nnnn3-c3ccccc3)c2c1	103	97	112	103	105	91	100	96
COc1ccc(C2C=C(c3cc(OC)c(OC)c(OC)c3)N=C3SC=CN32)c(Br)c1 (configuration not stated)	103	96	102	80	96	86	85	74
CCC(C)(C)C1CCCCC1OC(C)=O (configuration not stated)	97	102	105	95	103	96	99	95
CCCn1cc(/C=C/C(=O)c2cc3ccccc3oc2=O)c2ccccc21	87	95	105	85	99	68	111	78
Nc1nn2c(-c3cc4cc(Br)ccc4oc3=O)ccnc2c1N=Nc1ccc(Cl)cc1	109	122	119	99	116	112	120	82

canonical_smiles	MALME-3M	HS 578T	BT-549	T-47D	SK-MEL-2	UACC-62	UACC-257	LOX IMVI
COC(=O)CNC(=O)[C@H](C)NC(=O)[C@@H]1CCCN1C(=O)CNC(=O)[C@H](C)NC(=O)OCc1ccccc1	95	104	122	91	106	96	104	94
Cc1ccc(C2=Nc3c(N)ncnc3NC(c3cccc(Nc4ccnc5cc(C(F)(F)F)ccc45)c3)C2)cc1 (configuration not stated)	35	43	54	38	-11*	49	52	27
CC(C)=CCNc1ncnc2c1ncn2C1OC(COP(=O)(O)O)C(O)C1O (configuration not stated)	69	64	2.4*	3.2*	69	70	94	-61*
CC(=O)C(N=Nc1ccc(C(c2ccc(N=NC(C(C)=O)C(C)=O)cc2)(c2ccc(N=NC(C(C)=O)C(C)=O)cc2)c2ccc(N=NC(C(C)=O)C(C)=O)cc2)cc1)C(C)=O (configuration not stated)	98	96	107	82	109	88	97	91
O=C1/C(=C\c2ccccc2[N+](=O)[O-])Sc2c(F)cccc21	87	·	94	64	109	39	22	89
O=C(NNc1nc2cc(F)ccc2n2c(CO)ccc12)c1cnccn1	11	68	23	12	22	-15*	-1.5*	1.5*
COc1ccc(Nc2nc(SCC(=O)Nc3nc4ccc(C)cc4s3)nc(-c3ccccc3)c2C#N)cc1	72	73	92	89	92	90	109	93
O=C1CCC(c2ccccc2)=NN1	98	103	91	101	104	95	95	100
Cc1ccc(C)c2c1CC/C(=C\c1ccccc1[N+](=O)[O-])C2=O	104	87	75	74	77	71	99	88
Cc1ccc(Cc2cnc(NC(=O)CCN3C(=O)/C(=C/c4ccc(Cl)cc4)SC3=S)s2)cc1	95	93	114	113	108	99	98	101
O=C(NNC(=O)c1ccncc1)C1=CN=C2Sc3ccccc3N2[C@H]1c1ccccn1	86	93	89	71	90	·	103	93
CCCCn1cc(/C=C/C(=O)c2cc3ccccc3oc2=O)c2ccccc21	87	92	87	72	82	65	113	77
CCCC(=O)N1CCOCC1	99	97	98	106	108	106	100	103
CN(C)Cc1c(O)ccc2ccccc12	107	108	102	83	107	83	95	102
COc1cc(-c2cn(-c3ccc(Cl)c(Cl)c3)c(=O)[nH]2)cc(OC)c1OC	61	95	102	90	97	95	87	98
O=C(Cn1cc(CN2C(=O)c3ccc([N+](=O)[O-])cc3C2=O)nn1)Nc1ccccc1F	99	108	105	96	108	88	99	114
CN(C)CCOC(=O)Nc1ccccc1Cl	95	115	99	112	118	110	121	101
O=C1C(Cl)=C(Cl)C(Cl)(Cl)C(Cl)C1(Cl)Cl (configuration not stated)	100	109	96	92	100	99	110	96
COc1ccc(OC)c(/C=C/C(=O)CC(=O)/C=C/c2cc(OC)ccc2OC)c1	104	106	116	106	110	102	99	97
COc1ccc2c(CCNC(=O)c3nnn(-c4ccccc4)c3C)c[nH]c2c1	100	95	85	85	108	88	99	92

canonical_smiles	MALME-3M	HS 578T	BT-549	T-47D	SK-MEL-2	UACC-62	UACC-257	LOX IMVI
C=C=C(CCCC)C(=O)O	96	99	97	·	116	91	107	96
O=C1OCCN1/N=C/c1ccco1	108	·	100	102	100	96	111	105
COC(=O)c1c(-c2ccccc2)csc1NC(=O)c1c(-c2ccccc2)noc1C	·	66	59	72	61	48	45	-50*
CC(C)c1nc2c([nH]1)c(=O)n(C)c(=O)n2C	102	98	96	96	·	89	101	100
CSc1nn(-c2ccccc2)c2ncnc(NCc3ccccc3)c12	100	105	97	87	97	105	101	95
CN/C(=C\[N+](=O)[O-])NCCSCc1ccc(CN(C)C)o1	95	99	105	98	112	108	101	96
Nc1c(C(=O)Nc2cccc(Cl)c2Cl)sc2nc3c(cc12)C(=O)CCC3	69	88	95	·	38	65	77	96
CC1C=NNC1=O (configuration not stated)	83	101	97	97	120	96	114	96
O=C(O)c1ccc(/C=N/NC(=O)c2cccc3ccccc23)cc1	60	101	90	104	104	110	93	101
COc1ccc(-c2c3c(cn2Cc2cc(OC)c(OC)c(OC)c2)-c2oncc2CCC3)cc1	104	103	120	106	109	74	103	103
CCOCCC(CC)C(=O)O (configuration not stated)	104	129	95	109	101	95	83	98
N=C(N)SCc1ccc(Cl)cc1	128	163	119	106	·	87	113	89
N#CCC(=O)Nc1ccccc1	96	107	100	·	108	110	104	97
N#C/C(=C\c1ccc(-c2ccc(Cl)cc2)o1)c1nc(-c2ccco2)cs1	100	102	103	-27*	102	80	104	·
NC(CSC(c1ccccc1)(c1ccccc1)c1ccccc1)C(=O)NCC(=O)O (configuration not stated)	53	·	70	96	38	62	55	81
Cc1ccc(Nc2nnc(-c3ccco3)o2)cc1	·	108	96	101	98	102	95	99
O=C(NC1CCCCC1)OCc1c(COC(=O)NC2CCCCC2)c(-c2ccc(Cl)c(Cl)c2)n2c1CCC2	32	40	54	21	-9.9*	9.0*	66	13
c1ccc(Nc2ccc(Nc3nc(-c4ccccc4)nc4ccccc34)cc2)cc1	109	93	94	48	83	87	100	52
CCn1c(-c2cncc(CO)c2)nnc1N1CC(C)OC(C)(C)C1 (configuration not stated)	102	103	99	103	108	97	99	·
Cc1nnc2c(N3NC(=O)CC3=O)nc3ccccc3n12	92	110	103	99	108	102	98	96

# An excerpt of these results, with two lines to a compound:
# Values in the order – MALME-3M | HS 578T | BT-549 | T-47D | SK-MEL-2 | UACC-62 | UACC-257 | LOX IMVI
C=C=C(CCCC)C(=O)O
  96 | 99 | 97 | · | 116 | 91 | 107 | 96
O=C1OCCN1/N=C/c1ccco1
  108 | · | 100 | 102 | 100 | 96 | 111 | 105
COC(=O)c1c(-c2ccccc2)csc1NC(=O)c1c(-c2ccccc2)noc1C
  · | 66 | 59 | 72 | 61 | 48 | 45 | -50*
CC(C)c1nc2c([nH]1)c(=O)n(C)c(=O)n2C
  102 | 98 | 96 | 96 | · | 89 | 101 | 100
CSc1nn(-c2ccccc2)c2ncnc(NCc3ccccc3)c12
  100 | 105 | 97 | 87 | 97 | 105 | 101 | 95
CN/C(=C\[N+](=O)[O-])NCCSCc1ccc(CN(C)C)o1
  95 | 99 | 105 | 98 | 112 | 108 | 101 | 96
Nc1c(C(=O)Nc2cccc(Cl)c2Cl)sc2nc3c(cc12)C(=O)CCC3
  69 | 88 | 95 | · | 38 | 65 | 77 | 96
CC1C=NNC1=O (configuration not stated)
  83 | 101 | 97 | 97 | 120 | 96 | 114 | 96
O=C(O)c1ccc(/C=N/NC(=O)c2cccc3ccccc23)cc1
  60 | 101 | 90 | 104 | 104 | 110 | 93 | 101
COc1ccc(-c2c3c(cn2Cc2cc(OC)c(OC)c(OC)c2)-c2oncc2CCC3)cc1
  104 | 103 | 120 | 106 | 109 | 74 | 103 | 103
CCOCCC(CC)C(=O)O (configuration not stated)
  104 | 129 | 95 | 109 | 101 | 95 | 83 | 98
N=C(N)SCc1ccc(Cl)cc1
  128 | 163 | 119 | 106 | · | 87 | 113 | 89

# Following part:
canonical_smiles	MALME-3M	HS 578T	BT-549	T-47D	SK-MEL-2	UACC-62	UACC-257	LOX IMVI
O=[N+]([O-])c1ccc(N/N=C\c2cc(Cl)ccc2O)nc1	26	64	42	25	44	11	30	23
Cc1ccc(O)c(C(C)c2ccccc2)c1 (configuration not stated)	106	105	110	104	124	97	95	94
CC(C)(C)c1ccc(OCCCl)c(Cl)c1	123	106	·	103	101	101	111	·
Cc1ccc(S(=O)(=O)C/C(=N\NC(=O)c2ccc(S(N)(=O)=O)cc2)c2cc3cc(Br)ccc3o2)cc1	106	101	92	95	108	100	87	100
COc1ccccc1CNCCCN1C(=O)c2ccc3c4c(ccc(c24)C1=O)C(=O)N(CCCNCCCCNCCCN)C3=O	-92*	-25*	-22*	-36*	-55*	-52*	-91*	1.4*
FC(F)(F)c1ccc(-c2ncc(-c3ccc(C(F)(F)F)cc3)c(N3CCC4(CC3)OCCO4)n2)cc1	71	111	102	77	·	106	93	85
CC(C)(C)COC(=O)c1ccccc1	109	104	103	105	105	96	108	104
O=C1NC(=Nc2ccc(Cl)cc2)/C(=C/N2N=C(c3ccc(Cl)cc3)CC2c2ccc(F)cc2)S1 (configuration not stated)	93	85	97	88	108	69	103	79
COc1ccc(/C(CSc2nnc(-c3cnccn3)n2-c2ccccc2)=N/O)cc1	110	94	83	82	93	82	100	97

# From PubChem
